Assay outcomes as filed in PubChem.
VCAM1 TNFa inh – inhibitors of TNFa-induced VCAM1 expression, primary screen, imaging, HUVEC, TNFa stimulus, immunofluorescence. AID 802, 2007. inhibition, % at 2 µM. HUVEC TNFa-induced VCAM-1 immunofluorescence, high-content imaging. 95,000 tested, 0.48% active;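 active = inhibition above the batch mean plus 3 SD, with images confirmed as a hit by eye, cut at about 37% in these data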;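 also: 0% = TNF-stimulated DMSO wells and 100% = unstimulated control wells; not every result past the cut was called active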
sEH act – soluble epoxide hydrolase activators, primary screen, biochemical, human sEH; purified human sEH enzymatic activity, activator screen; activation, % at 2 µM; 91,000 tested, 0.04% active; AID 717, 2007; in the data active = activation above about 37%; also: values of inactives mirror those of a sister screen read the other way
IL1B cytotox – cytotoxicity in IL-1B stimulated HUVEC, primary screen, cytotoxicity control for IL-1B NFkB translocation project, imaging, Hoechst nuclear count, IL-1B stimulus. cell count reduction, % at 2 µM. 94,000 tested, 0.41% active. HUVEC cell count loss;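 active = cell count reduction more than 3 SD above the screen-wide mean, cut at about 70% in these data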;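 also: normalized per plate to untreated control cells as the no-loss baseline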
Smad3 inh – Smad3/FoxH1 peptide binding inhibitors, primary screen, biochemical, TR-FRET; Mothers against decapentaplegic homolog 3 (Homo sapiens), P84022; inhibition, % at 25 µM; 88,000 tested, 0.29% active; TR-FRET Smad3/Dy647-FoxH1 peptide binding, europium anti-His;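 active = compounds that reduce the energy-transfer binding signal between the protein and its labelled peptide by more than half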;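 also: 0% = Smad3 plus labelled peptide maximal FRET and 100% = peptide-only background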
Target sequence (P84022 whole entry, looked up): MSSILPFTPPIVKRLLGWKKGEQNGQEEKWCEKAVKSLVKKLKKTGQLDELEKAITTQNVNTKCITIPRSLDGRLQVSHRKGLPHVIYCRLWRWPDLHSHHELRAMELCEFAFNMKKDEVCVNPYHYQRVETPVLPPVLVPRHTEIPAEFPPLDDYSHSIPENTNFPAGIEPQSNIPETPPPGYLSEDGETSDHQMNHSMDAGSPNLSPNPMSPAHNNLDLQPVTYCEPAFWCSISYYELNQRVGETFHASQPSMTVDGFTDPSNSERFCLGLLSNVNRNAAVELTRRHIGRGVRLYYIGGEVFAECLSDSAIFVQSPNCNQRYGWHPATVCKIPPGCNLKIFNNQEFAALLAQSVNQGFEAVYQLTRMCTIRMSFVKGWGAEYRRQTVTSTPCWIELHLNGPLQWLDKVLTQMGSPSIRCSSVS
cytoskel mod – modifiers of F-actin cytoskeleton organization, primary screen, imaging, HUVEC, phalloidin staining, high-content imaging. HUVEC TNFa F-actin phalloidin imaging. 91,000 tested, 0.18% active. inhibition, % at 2 µM;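 active = inhibition above the batch mean plus 3 SD and confirmed as a hit by visual image inspection, cut at about 30% in these data, passing the limit was not always enough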; also: strong numbers were not always called active
ERb SRC1 inh – inhibitors of ERβ-SRC1 coactivator interaction, primary screen, biochemical, TR-FRET, ERβ LBD, SRC-1 peptide | Estrogen receptor beta (Homo sapiens), Q92731 | TR-FRET ER-beta LBD / SRC1-Cy5 peptide binding; receptor agonist-loaded with 1 µM estradiol | inhibition, % at 25.6 µM | 86,000 tested, 1.3% active;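 active = compounds whose percent inhibition of the receptor-coactivator binding signal exceeds about 50% in the single-dose screen, limit read from the data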;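 also: 0% = receptor plus peptide wells without compound and 100% = peptide-only wells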
Target sequence (Q92731 whole entry, looked up, the tested form may be a part): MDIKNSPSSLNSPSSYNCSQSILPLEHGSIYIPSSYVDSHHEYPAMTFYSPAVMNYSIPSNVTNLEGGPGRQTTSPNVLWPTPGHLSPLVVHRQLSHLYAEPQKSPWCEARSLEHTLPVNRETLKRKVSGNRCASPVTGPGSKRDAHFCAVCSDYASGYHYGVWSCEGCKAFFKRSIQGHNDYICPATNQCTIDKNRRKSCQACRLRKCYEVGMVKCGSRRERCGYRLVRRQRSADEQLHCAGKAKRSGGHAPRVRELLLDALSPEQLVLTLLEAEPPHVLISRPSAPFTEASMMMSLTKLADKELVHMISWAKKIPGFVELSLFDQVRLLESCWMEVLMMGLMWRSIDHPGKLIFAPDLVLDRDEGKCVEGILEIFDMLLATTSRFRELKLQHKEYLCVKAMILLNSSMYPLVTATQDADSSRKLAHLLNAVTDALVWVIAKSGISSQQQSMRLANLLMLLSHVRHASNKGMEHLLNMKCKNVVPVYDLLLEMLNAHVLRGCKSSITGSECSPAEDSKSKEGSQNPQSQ
Candida biofilm – clotrimazole potentiators killing Candida biofilms, primary screen, with clotrimazole, Alamar Blue. C. albicans biofilm + clotrimazole. inhibition, % at 6 µM. 85,000 tested, 0.14% active. AID 834, 2007;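 active = inhibition above 20%; inactive = inhibition below 20%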;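 also: preformed 24 hr biofilms exposed to compound for 48 hr; 0% = biofilm without compound and 100% = blank killed by clotrimazole plus chlorhexidine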
HUVEC tox TNFa – cytotoxicity in TNFa-stimulated HUVEC, primary screen, cytotoxicity control for VCAM1 expression modulator project, imaging, Hoechst nuclei count | HUVEC TNFalpha-stimulated, Hoechst cell count | cell count reduction, % at 2 µM | 93,000 tested, 0.17% active | AID 848, 2007;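 active = cell count reduction exceeding the screen mean by over 5 SD, scaled to untreated wells per plate, cut at about 78% in these data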;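 also: cells counted after 24 h of TNF alpha exposure following the 1 h pretreatment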
sEH inh – soluble epoxide hydrolase inhibitors, primary screen, biochemical, human sEH; Bifunctional epoxide hydrolase 2 (Homo sapiens), P34913; recombinant human sEH enzymatic activity assay; inhibition, % at 2 µM; 91,000 tested, 0.34% active; in the data active = inhibition above about 80%; also: values of inactives mirror those of a sister screen read the other way; many of its hits are not listed in these tables
Numbers without * were called inactive; nt = no result given; [ ] = remark or other dose. The list is partial, so the mix of outcomes need not match the whole.

nr	Compound	VCAM1 TNFa inh	sEH act	IL1B cytotox	Smad3 inh	cytoskel mod	ERb SRC1 inh	Candida biofilm	HUVEC tox TNFa	sEH inh
1	N#Cc1ccc(-c2ccc(F)cc2)nc1Oc1ccc(F)cc1	0	12	-27	nt	3	nt	nt	-1	-10
2	C/C(=C\C(=O)c1ccc(F)cc1)Nc1ccc(N2CCOCC2)cc1	9	-10	-114	-3	2	1	6	-8	5
3	Cc1ccccc1Cn1nc(C)c(NC(=O)c2noc3c2CC(C(C)(C)C)CC3)c1C (stereo unspecified)	-31	5	-5	9	2	2	4	-48	-5
4	CCOC(=O)C1=C(N)N(c2ccccc2Oc2ccccc2)C(=O)C1	-12	-13	-6	-2	4	0[fluorescence artefact?]	4	-18	13
5	O=C(Cc1cccs1)N1CCN(C(=O)C2CCCO2)CC1 (stereo unspecified)	5	-4	-173	-8	-7	-2	0	-4	5
6	Cc1occc1C(=O)NCc1ccc2c(c1)OCO2	2	-7	-4	6	3	18	4	-18	8
7	COc1ccc(OCCSc2ncccn2)cc1	-5	19	-24	1	14	-36	6	nt	-13
8	O=C(NCC(=O)N(c1cccnc1)C(C(=O)NCc1ccco1)c1ccccc1)c1ccco1 (stereo unspecified)	-4	14	10	5	-6	4	7	0	-12
9	COc1ccccc1NC(=O)C1=C(C)Nc2ncnn2C1c1cccs1 (stereo unspecified)	-9	2	-33	nt	0	nt	nt	5	-2
10	COC(=O)c1[nH]c2cccc(C)c2c1NC(=O)CN1CCN(C(=O)c2ccco2)CC1	-8	15	3	-12	10	5	-1	-47	-15
11	CCOCCOCCC(C(=O)OCC)P(=O)(c1ccccc1)c1ccccc1 (stereo unspecified)	7	1	4	-7	5	8	3	4	-5
12	COc1cc(S(=O)(=O)N2CCOCC2)ccc1NC(=O)CSc1nnc(N)s1	6	0	23	4	-4	-1[fluorescence artefact?]	5	0	1
13	COc1ccc(S(=O)(=O)N2Cc3ccccc3CC2C(=O)N2CCOCC2)cc1OC (stereo unspecified)	4	nt	1	0	13	1	6	-13	nt
14	CCOc1ccc2cc(S(=O)(=O)N3CCOCC3)ccc2c1	0	10	-18	-6	5	-9	7	-14	-11
15	COc1ccc(NC(=O)C2CC(=O)N(C(C)C)C2)cc1 (stereo unspecified)	8	1	-50	7	-7	-2	9	-41	-1
16	CC(C)(C)n1ncc2c(=O)n(CC(=O)N3CCc4ccccc43)cnc21	13	3	-7	nt	22	nt	nt	-9	-2
17	COCc1[nH]nc2c1C(c1sccc1C)C(C#N)=C(N)O2 (stereo unspecified)	54	nt	-3	-6	-29	2	4	56	nt
18	CC(C(=O)Nc1ccccc1)c1ccc(-c2ccccc2)c(F)c1 (stereo unspecified)	-19	14	-2	nt	10	nt	nt	-15	-13
19	CC1CC(C)(C)N2C(=O)C3(Nc4ccccc4S3)c3cccc1c32 (stereo unspecified)	12	10	14	7	nt	-12	-3	26	-12
20	COc1ccc(NC(=O)CSc2nc3sc(C)c(C)c3c(=O)n2Cc2ccco2)cc1	14	-8	2	-15	1	10	8	-36	7
21	CCCCc1nccn1CCn1ccnc1CCCC	6	-9	-19	-8	0	-4	2	-4	5
22	O=C(Cn1cnc2c(nnn2Cc2ccccc2)c1=O)c1ccc(Cl)cc1	5	-8	-16	0	-7	5	3	-5	8
23	CCc1c(O)nc(SCC(=O)N2CCOCC2)n(-c2ccccc2)c1=O	11	8	-42	0	4	-10[fluorescence artefact?]	6	-8	-8
24	Cc1cc2oc(=O)c3c(c2cc1OC(=O)c1ccco1)CCCC3	15	-5	-58	16[fluorescence artefact?]	-9	-8	3	-18	7
25	CCC(c1nnnn1C(C)(C)C)N(Cc1cccs1)Cc1cc2cc(C)c(C)cc2n2nnnc12 (stereo unspecified)	3	-12	9	15[fluorescence artefact?]	0	0	10	5	15
26	CC1CCN(S(=O)(=O)c2ccc(NC(=O)Cc3cccs3)cc2)CC1	-4	-26	-15	-4	nt	62*	1	20	24
27	NS(=O)(=O)c1ccc(NC(=O)CCc2ccccc2)cc1	10	9	-20	6	2	-11	7	-29	-6
28	CCCCn1c(-c2csc3c2CCC(C)C3)n[nH]c1=S (stereo unspecified)	0	9	-8	nt	0	nt	nt	-5	-8
29	O=C1CCCC2=C1C(c1ccncc1)Nc1ccccc1N2 (stereo unspecified)	15	0	0	5	-14	4	4	9	-1
30	C=CCOc1ccc(/C(O)=C2\C(=O)C(=O)N(CCOC)C2c2cccnc2)cc1 (stereo unspecified)	37	-2	-11	6[fluorescence artefact?]	0	-4	5	-27	0

Just Candida biofilm and cytoskel mod (4 entries from above):
cpd | mol | Candida biofilm | cytoskel mod
20 | COc1ccc(NC(=O)CSc2nc3sc(C)c(C)c3c(=O)n2Cc2ccco2)cc1 | 8 | 1
10 | COC(=O)c1[nH]c2cccc(C)c2c1NC(=O)CN1CCN(C(=O)c2ccco2)CC1 | -1 | 10
6 | Cc1occc1C(=O)NCc1ccc2c(c1)OCO2 | 4 | 3
29 | O=C1CCCC2=C1C(c1ccncc1)Nc1ccccc1N2 (stereo unspecified) | 4 | -14

Entries by screen from the list:
Entries 12 to 17 in HUVEC tox TNFa: 0, -13, -14, -41, -9, 56
Entries 12 to 17 in ERb SRC1 inh: -1[fluorescence artefact?], 1, -9, -2, nt, 2
Entries 12 to 17 in Candida biofilm: 5, 6, 7, 9, nt, 4

The main list resumes; the two compounds before the break are reprinted first.
nr	Compound	VCAM1 TNFa inh	sEH act	IL1B cytotox	Smad3 inh	cytoskel mod	ERb SRC1 inh	Candida biofilm	HUVEC tox TNFa	sEH inh
29	O=C1CCCC2=C1C(c1ccncc1)Nc1ccccc1N2 (stereo unspecified)	15	0	0	5	-14	4	4	9	-1
30	C=CCOc1ccc(/C(O)=C2\C(=O)C(=O)N(CCOC)C2c2cccnc2)cc1 (stereo unspecified)	37	-2	-11	6[fluorescence artefact?]	0	-4	5	-27	0
31	COc1ccc2c(c1)N(C)/C(=C1/SC(=NCc3ccccc3)N(c3ccccc3)C1=O)S2	12	3	-18	nt	8	nt	nt	-15	-6
32	COc1cccc(CNC(=O)Cn2cccc2)c1	8	8	15	7[fluorescence artefact?]	15	-5	-1	-24	-7
33	CCOC(=O)CC(=O)CSCC(=O)Nc1ccc(C)cc1	-8	-15	-149	-1	5	-7	7	3	10
34	COCCNC(=O)CSc1nc2ccccc2c(=O)n1CC1CCCO1 (stereo unspecified)	-9	12	-15	3	9	-14	7	-14	-12
35	O=C(CCC(=O)N(CC(=O)NC1CCCC1)Cc1ccc2c(c1)OCO2)Nc1ccccn1	8	-9	-30	-1	0	8[fluorescence artefact?]	1	8	8
36	Cc1cccc(OCC(=O)Nc2ccc(S(=O)(=O)N3CCCC3)cc2)c1	5	-26	-10	2	-7	-5[fluorescence artefact?]	1	-7	25
37	Cc1ccc(C2CC(=O)N(c3ccc(F)cc3)C3=C2C(=O)CCC3)cc1 (stereo unspecified)	4	8	-8	2	23	-2	5	13	-8
38	O=C(CSc1nnc(-c2ccc(Br)cc2)o1)N1CCN(C(=O)c2ccco2)CC1	13	8	-73	-4	1	-13	0	-15	-8
39	CCN1CCC(=NNC(=O)c2ccc(C)c([N+](=O)[O-])c2)CC1	-28	0	-7	nt	3	nt	nt	4	1
40	Cn1c(=O)c2c(nc(OCC3COC(C)(C)O3)n2Cc2ccccc2F)n(C)c1=O (stereo unspecified)	-4	-8	-3	nt	-107	nt	nt	-4	8
41	CC(NC(=O)c1ccccc1Cl)C1COc2ccccc2O1 (stereo unspecified)	1	6	-15	7	-3	2	3	-40	-8
42	O=C(NNC(=O)c1ccccc1-n1cccc1)c1ccc(Cl)cc1Cl	2	1	7	nt	-9	nt	nt	0	2
43	Cn1nnnc1SCC(=O)NCc1cccs1	-15	-2	-11	14	-11	23	8	-18	6
44	CCN(CC)CCOc1nc(C)nc2c1oc1ccccc12	-9	-13	-16	1	11	-3	-6	-33	13
45	CC(C)C[C@H](NC(=O)OC(C)(C)C)c1nnc(SCC(=O)Nc2ccc(Br)cc2)o1	9	11	6	7	-6	3	3	12	-13
46	CCC(=O)N1c2ccc(S(=O)(=O)N(CCO)Cc3ccccc3)cc2CC1C (stereo unspecified)	21	nt	11	1	0	1	-4	-9	nt
47	Cc1ccc2nsnc2c1S(=O)(=O)NCc1cccnc1	4	0	-29	7	-5	-6	3	-6	-2
48	Fc1ccccc1OCCCCSc1ncccn1	0	1	-10	1	-3	-10	4	-16	3
49	COc1cc([N+](=O)[O-])ccc1NC(=O)CN(C)C	4	0	-13	nt	2	nt	nt	-13	0
50	CC1CCN(C(=O)C2CC(c3ccc(F)cc3)=NO2)CC1 (stereo unspecified)	9	7	2	1	36	2[fluorescence artefact?]	4	-39	-8
51	CC(NC(=O)c1ccc(N(C)C)cc1)C(c1cccs1)N1CCN(C)CC1 (stereo unspecified)	-2	5	11	9	23	-25	4	-10	-4
52	CC(C)OC(=O)c1nnn(-c2nonc2N)c1CN1CCc2ccccc2C1	7	0	-18	-5	27	-4	1	-16	1
53	O=C1CC(C(=O)O)c2ccccc2N1 (stereo unspecified)	20	nt	-6	3	18	1	2	-39	nt
54	CN1CCN(CCC(=O)Nc2cccc(F)c2)CC1	-9	4	4	10	-13	-18	11	19	-6

Random excerpt: 2 compounds from above
nr	Compound	VCAM1 TNFa inh	sEH act	IL1B cytotox	Smad3 inh	cytoskel mod	ERb SRC1 inh	Candida biofilm	HUVEC tox TNFa	sEH inh
36	Cc1cccc(OCC(=O)Nc2ccc(S(=O)(=O)N3CCCC3)cc2)c1	5	-26	-10	2	-7	-5[fluorescence artefact?]	1	-7	25
39	CCN1CCC(=NNC(=O)c2ccc(C)c([N+](=O)[O-])c2)CC1	-28	0	-7	nt	3	nt	nt	4	1
